Bioassay records as filed in PubChem BioAssay.
SENP8 block-1 – inhibitors of human SENP8 protease. Q96LD8. recombinant SENP8, Nedd8 substrate fluorescence. inhibition, % at 20 µM. 0.64% of 360,000 active. AID 602440; in the data active = inhibition mostly above about 40%, no sharp cut-off; inactive = mostly below about 27%
PfGluPho inh – PfG6PD (Plasmodium falciparum) enzyme inhibition; PfGluPho enzyme, NADPH resazurin-diaphorase fluorescence; inhibition, % at 20 µM; 0.78% of 350,000 active;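 active = inhibition reaching at least a set limit at 20 µM in the primary screen, cut at about 59% in these data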;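 note: 0% = DMSO wells with substrate and 100% = DMSO wells lacking glucose-6-phosphate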
SENP1 inh – blocks the human SENP1 SUMO protease catalytic domain; Q9P0U3; recombinant SENP1 catalytic domain, CyPet-SUMO1-YPet FRET cleavage; inhibition, % at 10 µM; 0.21% of 360,000 active; AID 624204;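 active = inhibition at least 30% at 10 µM, raw YFP signal under a set limit, fluorescence ratio 0.5 to 1.5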;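 note: 0% = enzyme with DMSO and 100% = no enzyme wells; some results filed as inactive read as strong as hits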
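Test system: human SENP1 catalytic domain; medium: Tris pH 8 buffer plus EDTA, NaCl, BME, BSA, NP40, catalase; incubation: 50 min reaction at room temperature; technique: FRET, CFP and YFP emission; controls: no-enzyme low control and enzyme-plus-DMSO high control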
SENP7 block – SENP7 protease inhibition. AID 434973. recombinant SENP7, Z-RLRGG-aminoluciferin luminescence, 40 min. 1.5% of 330,000 active. inhibition, % at 5 µM. Q9BQF6;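 active = inhibition above about 50% at the single test dose, limit read from the data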;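 note: plate controls were DMSO with enzyme for no effect and no enzyme buffer wells for full effect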
Target sequence (Q9BQF6 706-1050 limits assumed): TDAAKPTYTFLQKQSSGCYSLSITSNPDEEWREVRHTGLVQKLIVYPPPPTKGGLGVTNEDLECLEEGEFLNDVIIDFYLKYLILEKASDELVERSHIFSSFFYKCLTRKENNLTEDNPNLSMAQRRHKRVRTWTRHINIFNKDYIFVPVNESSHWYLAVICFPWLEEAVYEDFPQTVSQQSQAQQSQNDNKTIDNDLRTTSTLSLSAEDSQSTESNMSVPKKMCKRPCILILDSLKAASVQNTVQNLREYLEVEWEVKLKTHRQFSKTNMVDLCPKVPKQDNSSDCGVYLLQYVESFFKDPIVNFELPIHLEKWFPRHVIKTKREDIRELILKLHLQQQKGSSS
HKDC1 inh – blocks human hexokinase HKDC1 activity | inhibition, % at 20 µM | 0.16% of 340,000 active | Q2TB90 | recombinant HKDC1, G6PDH/diaphorase resazurin coupled fluorescence;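 active = inhibition above about 35% when tested at 20 µM, limit read from the data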;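 note: plate controls were DMSO wells with enzyme for no effect and DMSO wells lacking enzyme for full effect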
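Test system: recombinant HKDC1 (HK5) hexokinase enzyme, produced in-house; Amount: enzyme 5 µg/mL final; Buffer or medium: Tris pH 8.0 buffer with MgCl2, Tween-20, BSA, BME; Reagent: glucose and ATP substrates; Doses: 20 µM test compound, 1% DMSO; Incubation: 90 min reaction incubation at room temperature, dark; Detection: resorufin fluorescence at 613 nm.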
SENP8 block-2 – inhibitors of human SENP8 protease | purified SENP8, Z-RLRGG-aminoluciferin cleavage, luminescence | inhibition, % at 10 µM | Q96LD8 | 1.2% of 330,000 active | AID 2540; in the data active = inhibition above about 50%
UBC13 polyUb – inhibitors of human UBC13 polyubiquitin chain formation | TR-FRET | 0.47% of 330,000 active | AID 485273 | P61088 | inhibition, % at 20 µM; in the data active = inhibition above about 45%, passing the limit was not always enough
Target sequence (P61088 whole entry, looked up): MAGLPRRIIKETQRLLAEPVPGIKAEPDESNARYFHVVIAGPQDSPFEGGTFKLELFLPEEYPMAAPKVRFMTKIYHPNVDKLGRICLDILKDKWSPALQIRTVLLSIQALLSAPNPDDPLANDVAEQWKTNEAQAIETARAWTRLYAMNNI
SENP6 inh – SENP6 protease inhibition; Recombinant SENP6 catalytic domain, aminoluciferin luminescence; inhibition, % at 10 µM; 1.8% of 330,000 active; AID 2599;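 active = inhibition above about 50% at the single tested dose, limit read from the data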;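 note: plate controls were DMSO wells with enzyme for no effect and DMSO wells lacking enzyme for full effect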
Target sequence (Q9GZR1 628-1112 limits assumed): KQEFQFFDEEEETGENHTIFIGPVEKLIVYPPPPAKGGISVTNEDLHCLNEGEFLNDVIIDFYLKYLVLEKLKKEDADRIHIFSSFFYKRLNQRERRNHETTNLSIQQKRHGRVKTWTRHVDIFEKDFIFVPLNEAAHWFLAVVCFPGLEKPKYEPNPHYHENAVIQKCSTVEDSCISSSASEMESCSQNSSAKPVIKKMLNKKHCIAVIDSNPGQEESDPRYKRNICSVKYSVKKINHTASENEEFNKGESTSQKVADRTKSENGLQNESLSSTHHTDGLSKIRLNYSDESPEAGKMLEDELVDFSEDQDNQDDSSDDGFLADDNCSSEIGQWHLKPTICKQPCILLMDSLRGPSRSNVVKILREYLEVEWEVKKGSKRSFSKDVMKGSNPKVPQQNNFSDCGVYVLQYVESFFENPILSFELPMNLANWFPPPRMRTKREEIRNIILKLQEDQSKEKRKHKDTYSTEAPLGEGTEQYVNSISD
MIN6 prolif – MIN6 beta-cell proliferation induction | 0.29% of 330,000 active | proliferation, % at 10 µM | AID 2380 | MIN6 cells proliferation, ATPlite luminescence, 48 h; cells starved in 0.2% serum; 100% = growth in 10% serum;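 active = compounds whose signal lies at least 3.5 SD above the mean of all wells on their plate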;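 note: 0% = DMSO-treated cells in low-serum medium and 100% = 10% serum control; some compounds called inactive have numbers as strong as hits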
Numbers without * were called inactive; x = no result given.

#	SMILES	SENP8 block-1	PfGluPho inh	SENP1 inh	SENP7 block	HKDC1 inh	SENP8 block-2	UBC13 polyUb	SENP6 inh	MIN6 prolif
1	CC(C)(C)OC(=O)N1CCC[C@H]1c1nnc(SCc2c(F)cccc2Cl)o1	9.4	-6.1	3.3	0.6	2.8	-4.3	-3.3	-11.9	0.8
2	CC(C)C1Cc2c(sc(NC(=S)NC(=O)c3ccccc3)c2C#N)CO1 (stereo not given)	10.8	5.0	-5.7	14.5	2.5	1.8	-1.5	17.1	-5.5
3	COc1ccc(C(=O)Cn2c(N3CCCCC3)nc3c2c(=O)n(C)c(=O)n3C)cc1OC	-1.5	-5.0	-2.1	x	-6.6	x	x	x	x
4	Cc1cc(NC(=O)c2ccccc2)sc1C	0.1	42.1	2.2	94.0*	1.2	89.8*	-9.9	94.2*	-2.2
5	CCCOc1ccc(S(=O)(=O)NCc2ccc(OC)cc2)cc1	21.2	4.9	2.6	4.5	8.3	-0.6	-0.9	-27.3	-0.3
6	CCC(Oc1cc(Cl)ccc1Cl)C(=O)NN1C(=O)C2C3CCC(C3=C(C)C)C2C1=O (stereo not given)	-0.5	-0.7	1.6	-3.3	-3.4	3.9	8.7	-8.0	-0.6
7	CCc1ccc(OCC(=O)NNC(=O)C2CCN(c3ncnc4sc(C)c(C)c34)CC2)cc1	7.2	-16.2	-1.6	4.4	9.8	10.3	7.4	6.5	-4.2
8	CC(=O)Oc1ccccc1C(=O)O	-7.4	9.3	-2.6	4.6	-5.1	-1.5	6.9	3.6	2.4
9	CCOC(=O)C1CCN(c2ccccc2CN2CCN(c3ccccc3OCC)CC2)CC1	19.5	21.2	-4.0	5.4	2.5	5.2	10.7	17.0	-3.9
10	CCN(CC)c1ccc(-n2c(O)c(C=C3N=c4ccccc4=N3)sc2=S)cc1	11.4	10.5	0.0	3.1	-8.1	-0.6	-35.4	-16.6	0.3
11	COC(=O)C(O)(CC(=O)c1ccc(OC)cc1)C(F)(F)F (stereo not given)	15.7	10.9	-0.1	0.7	-9.5	-3.5	3.9	4.6	-3.3
12	CCN(CC)c1ccc(C(=O)NN)cc1	-10.3	1.4	-1.2	-3.4	-2.5	6.3	-8.5	17.9	-2.1
13	CCn1c(CNc2ccc(C)cc2)nnc1SCC(=O)NCc1ccccc1	8.0	-3.6	0.6	4.5	9.9	0.7	-4.8	-11.7	2.4
14	Cc1ccccc1CCN(CC(=O)NC1CCCCC1)C(=O)c1csnn1	12.7	7.7	1.1	5.7	-11.7	-0.7	2.7	-5.1	1.5
15	COCc1ccc(CN2CCCC(C(=O)Nc3ccc(-c4cscn4)cc3)C2)o1 (stereo not given)	13.6	0.7	-0.2	4.2	3.5	-2.4	6.2	5.9	-3.9
16	CCC(=O)Nc1nc(OC)cc(OC)n1	10.0	-17.3	0.6	-4.4	-4.5	-2.0	5.5	-23.0	-0.3
17	COc1cccc(NC(=S)N2CCN(c3ccc([N+](=O)[O-])cc3)CC2)c1	17.9	27.5	-8.9	5.5	-5.7	-4.2	-7.3	4.5	-3.4
18	COc1ccc(CCNC(=O)CSc2ccc(NC(C)=O)cc2)cc1OC	7.5	-0.2	1.9	6.9	-2.1	1.3	-6.4	-27.7	-2.0
19	CC1CCN(S(=O)(=O)c2ccc(NC(=O)Cn3nnc(-c4ccccc4F)n3)cc2)CC1	5.8	-8.7	1.1	1.5	3.1	-11.8	-1.6	2.7	-2.6
20	CCn1nc(NC(=O)CC(C)C)c2cc3cccc(C)c3nc21	-272.6	-14.9	-27.2	8.4	0.1	1.1	10.0	16.7	-2.6
21	CC(C)(C)c1ccc(Oc2ccc(N)cc2)cc1	20.4	22.2	1.4	-6.7	5.1	-16.4	-2.2	-12.7	0.2
22	CC(C)C(=O)Nc1ccc(C(=O)Nc2nnc(C(C)C)s2)cc1	-10.9	-12.7	0.7	2.6	-1.0	4.9	5.4	-14.1	-1.5
23	COc1ccc(C(=O)OCc2nc(N)nc(Nc3ccccc3C)n2)cc1OC	7.7	-15.4	-2.3	0.1	-3.9	-7.8	4.9	-1.7	1.8
24	CCN(CC)CCNc1ccnc2cc(Cl)ccc12	-19.4	2.8	1.0	2.4	10.8	-3.0	5.2	16.0	1.4
25	CCCCn1c(SCC(=O)N(C)C2CCS(=O)(=O)C2)nc2cc(S(N)(=O)=O)ccc21 (stereo not given)	8.8	-4.5	-0.1	2.2	-3.4	6.3	6.2	7.9	-4.0
26	O=C(Nc1nnc(C2CC2)s1)c1cc([N+](=O)[O-])ccc1N1CCCCC1	16.5	13.8	-2.4	5.2	-13.6	-5.7	-10.1	-6.3	-2.2
27	O=C1NC(Cc2ccc(O)cc2)c2nc3ccc(Br)cc3c(=O)n2-c2ccc(Cl)cc21 (stereo not given)	x	x	x	-3.1	x	-16.2	10.7	-15.9	-2.2
28	O=C(NCC(c1ccco1)N1CCOCC1)c1ccccc1 (stereo not given)	5.4	-7.4	-0.3	-12.7	0.9	-9.0	3.7	-4.9	-2.7
29	CCOc1ccccc1CNC(=O)Cn1ccc2cc(S(=O)(=O)N3CCCCCC3)ccc21	-2.5	3.7	2.5	1.4	-0.8	2.2	3.6	14.5	-4.4
30	CCn1c(=S)sc2c(=O)n(-c3ccccc3)c(=S)[nH]c21	12.8	27.6	4.4	4.4	1.3	8.0	-11.1	-3.0	-1.6
31	O=C(CN1C(=O)NC2(CCCc3ccccc32)C1=O)N1CCc2ccccc2C1 (stereo not given)	18.4	-3.9	0.0	10.5	-4.9	-3.6	0.3	4.4	-0.4
32	Cc1ccc(Oc2ccc(NS(=O)(=O)c3cccc(C(=O)O)c3)cc2)cc1	20.5	-30.0	1.6	1.3	5.4	-1.4	-10.1	14.5	2.4
33	NS(=O)(=O)c1ccc(NC(=O)/C=C/c2ccc(S(=O)(=O)NCc3ccco3)cc2)cc1	6.0	5.9	0.4	3.9	-0.1	-2.4	-1.9	-17.5	-0.1
34	O=C(NCc1ccccc1)N1CCOc2ccccc21	17.9	-2.4	2.6	0.4	-2.9	-11.9	1.7	-0.2	-0.5
35	CN(CC(=O)Nc1ccc(OC(F)(F)F)cc1)C(=O)C1CCC1	10.3	17.3	-0.8	-10.5	-3.5	-19.0	-2.9	-14.8	2.9
36	Cc1ccc(NCc2n[nH]c(=S)n2-c2ccccc2)cc1	18.3	55.2	-0.2	-12.9	-0.2	-11.0	-8.6	-17.1	-2.4
37	Nc1ccc2nc(-c3cccc(-c4nc5ccc(N)cc5[nH]4)n3)[nH]c2c1	-28.2	26.8	-26.2	10.9	-11.3	8.5	99.9*	-5.5	-2.5
38	CCCCNC(=S)Nc1ccc(F)cc1	9.2	-11.7	1.9	1.6	4.4	2.6	1.4	-6.8	-2.0
39	O=C1CC(Nc2ccc(N3CCOCC3)cc2)C(=O)N1c1ccccc1 (stereo not given)	9.0	12.9	5.3	9.0	9.4	1.5	0.8	-31.0	2.9
40	CCN(CC)S(=O)(=O)c1ccc(-n2cnnn2)c(C)c1	15.7	5.4	4.6	6.8	-9.7	-2.4	8.1	-23.9	1.6

Gathered by group: the compounds so far containing a thiophene ring, fused or not (3)
#	SMILES	SENP8 block-1	PfGluPho inh	SENP1 inh	SENP7 block	HKDC1 inh	SENP8 block-2	UBC13 polyUb	SENP6 inh	MIN6 prolif
2	CC(C)C1Cc2c(sc(NC(=S)NC(=O)c3ccccc3)c2C#N)CO1 (stereo not given)	10.8	5.0	-5.7	14.5	2.5	1.8	-1.5	17.1	-5.5
4	Cc1cc(NC(=O)c2ccccc2)sc1C	0.1	42.1	2.2	94.0*	1.2	89.8*	-9.9	94.2*	-2.2
7	CCc1ccc(OCC(=O)NNC(=O)C2CCN(c3ncnc4sc(C)c(C)c34)CC2)cc1	7.2	-16.2	-1.6	4.4	9.8	10.3	7.4	6.5	-4.2

Continued:
#	SMILES	SENP8 block-1	PfGluPho inh	SENP1 inh	SENP7 block	HKDC1 inh	SENP8 block-2	UBC13 polyUb	SENP6 inh	MIN6 prolif
41	O=C(Nc1ccccc1)NC1(C(=O)NCCCN2CCOCC2)CCCCC1	18.6	-8.8	-1.8	-4.8	3.6	3.6	4.7	-4.3	0.3
42	CCc1ccc2[nH]c(C(=O)Nc3ccc(Br)c(C)n3)cc2c1	-275.0	-5.7	-10.4	-10.3	2.9	-10.0	-0.9	-10.5	-3.2
43	COc1ccc(CNC(=S)Nc2ccccc2)cc1Cl	22.6	-7.1	2.8	1.4	3.8	2.4	-0.1	-9.5	-0.2
44	CC1Cc2ccccc2N1C(=O)CSc1ncccc1C(=O)O (stereo not given)	11.5	-18.7	2.0	-3.9	9.0	8.7	-4.1	-0.2	-1.4
45	CCCC[C@@H](CN[C@H](C)CNC)NCC1CCC(C(C)(C)C)CC1 (stereo not given in full)	x	3.9	x	4.5	-8.5	-0.4	61.4*	-9.8	-8.3
46	CC(=O)Nc1ccc(S(=O)(=O)N2CCN(S(=O)(=O)N3CCCCC3)CC2)cc1	-4.2	-8.4	1.5	3.5	6.0	4.2	8.2	8.1	0.6
47	CCOC(=O)CCn1nc(-c2ccc(C)cc2)c2ccccc2c1=O	21.3	-2.5	-0.1	3.9	0.7	-2.8	12.7	8.4	-0.9
48	O=C(O)c1ccccc1C(=O)N(Cc1ccccc1)Cc1ccccc1	18.9	-27.1	1.2	-2.0	4.1	-17.1	-7.8	-18.5	-2.4
49	COc1ccc(C2=NN(C3=NN=C(N)Cc4ncnn43)C(O)(C(F)(F)F)C2)cc1 (stereo not given)	-304.1	-12.3	0.8	0.3	-4.2	-2.9	-9.6	-17.9	2.5
50	COc1ccc(NC(=O)CCCC(=O)c2ccccc2)c(OC)c1	9.3	10.7	2.2	5.4	9.8	-1.4	-5.0	3.4	-0.8
51	Cc1nc2ccccn2c1C(=O)Nc1ccc2c(c1)OCCO2	6.5	7.3	0.9	1.7	-3.4	-7.7	1.2	-13.2	-3.9
52	CCOC(=O)c1c(C(F)(F)C(F)(F)C(F)(F)C(F)(F)F)n[nH]c1C	18.3	40.1	2.4	2.9	4.8	6.3	6.8	6.7	4.2
53	CC(C)OCCCNC(=O)c1cccc(NC(=O)c2ccccc2)c1	0.8	6.9	-0.2	-0.1	-3.1	-10.1	-8.4	-0.9	-0.8
54	O=S(=O)(NC1CC2CCC1C2)c1ccc(Br)cc1 (stereo not given)	25.0	-6.1	2.4	-5.2	5.1	-4.5	-1.4	-4.6	-1.1
55	Cc1nn(CC(=O)NCC(C)c2ccccc2)c(=O)c2cc(-c3ccccc3)nn12 (stereo not given)	23.2	-4.9	0.3	0.4	-4.1	4.7	-8.4	-0.1	-2.8
56	COc1ccc(NC(=S)NC(=O)/C=C/c2cccs2)cc1	22.4	-15.7	1.5	3.8	7.9	-4.7	0.6	1.5	-6.1
57	CC(NC(=O)/C(=C/c1ccc2c(c1)OCO2)NC(=O)c1cccc([N+](=O)[O-])c1)C(=O)O (stereo not given)	13.7	-14.7	-9.1	1.0	-0.7	-9.7	-24.5	-12.2	-1.6
58	O=C(NCc1ccccc1)c1c(Cl)nc(Cl)c(Cl)c1Cl	21.2	3.3	0.2	-0.2	-1.5	8.8	8.0	15.1	-6.0
59	CC(C)C(c1nnnn1C(C)(C)C)N1CCOCC1 (stereo not given)	1.8	4.9	-0.3	-8.6	-1.9	-7.9	0.1	-12.0	-1.3

Compounds were not picked by outcome, and some 4% of all compounds hit somewhere here.
